Screening results as filed in PubChem.
RGS4 pot – RGS4 potentiation or activation | hit rate 0.92% among 310,000 | HEK293 M3R/inducible RGS4, carbachol calcium flux Fluo4; stronger effect = lower value | AID 463111 | B-score at 10 µM;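 active means B-score of the integrated calcium signal more than 4 SD below the library mean, with starting fluorescence not abnormally high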;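 further: negative B-score means reduced calcium response which marks RGS4 activation or potentiation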
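Also added: carbachol at ECmax as muscarinic agonist stimulus; Assay system: HEK293 cells with stable M3R and inducible RGS4; Timing: overnight RGS4 induction, 30 min dye load 37 °C, 20 min compound RT; Measured by: Fluo4-AM (2 µM) calcium-flux fluorescence, kinetic read.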
MrgX1 antagonist – blocks BAM8-22 activation of human MrgX1 receptor | hit rate 1.3% among 310,000 | AID 588676 | B-score at 10 µM | MRGX1-HEK293 calcium flux, Fluo-4, BAM8-22 antagonism; stronger effect = lower value;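 active means calcium-response B-score plate-corrected more than 3 library SD below zero, starting fluorescence within 5 deviations, no agonist response on first addition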;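 further: peak minus trough fluorescence over baseline after final BAM8-22 challenge near maximal dose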
MrgX1 allo act – allosterically activates human MrgX1 receptor signaling. Q96LB2. MrgX1-HEK293, Fluo-4 calcium flux, FDSS; stronger effect = higher value. B-score at 10 µM. hit rate 0.63% among 310,000. AID 588675;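 active means plate-corrected calcium response at least 3 library SD above typical, normal starting fluorescence, not activating the receptor alone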;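 further: compound read alongside a low EC10 to EC30 dose of BAM8-22 agonist; peak minus trough fluorescence over baseline measured at the second addition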
RGS4 block – inhibitors of human RGS4; P49798; HEK293 M3R/RGS4 inducible, Fluo-4 calcium flux; stronger effect = higher value; triggered by carbachol at its EC20; B-score at 10 µM; hit rate 0.45% among 310,000; AID 463165;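 active means B-score, a plate-corrected calcium signal, over three deviations above library mean, with baseline fluorescence within five deviations of library mean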;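 further: RGS4 expression induced by doxycycline in cells with stable M3 receptor; B-score is computed from the integrated fluorescence ratio over baseline after carbachol; higher B-score means a larger calcium signal and so more RGS4 inhibition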
Target sequence (P49798 whole entry, looked up): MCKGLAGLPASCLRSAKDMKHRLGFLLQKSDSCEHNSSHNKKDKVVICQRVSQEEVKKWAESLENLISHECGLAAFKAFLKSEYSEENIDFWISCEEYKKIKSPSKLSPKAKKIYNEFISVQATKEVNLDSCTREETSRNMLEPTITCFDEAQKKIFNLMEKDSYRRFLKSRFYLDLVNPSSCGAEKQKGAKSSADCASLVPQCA
TRPC6 inhibitor – inhibitors of mouse TRPC6 channel | HEK293-TRPC6, membrane potential dye, ACh-evoked depolarization; stronger effect = lower value | AID 2553 | Q61143 | hit rate 1.1% among 310,000 | B-score at 10 µM;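 active means B-score under library mean minus 3 SD, initial fluorescence not abnormally high, positive integrated signal ratio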;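 further: B-score derived from integrated fluorescence ratio over the kinetic read; more negative B-score means stronger inhibition of depolarization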
Target sequence (Q61143 whole entry, looked up): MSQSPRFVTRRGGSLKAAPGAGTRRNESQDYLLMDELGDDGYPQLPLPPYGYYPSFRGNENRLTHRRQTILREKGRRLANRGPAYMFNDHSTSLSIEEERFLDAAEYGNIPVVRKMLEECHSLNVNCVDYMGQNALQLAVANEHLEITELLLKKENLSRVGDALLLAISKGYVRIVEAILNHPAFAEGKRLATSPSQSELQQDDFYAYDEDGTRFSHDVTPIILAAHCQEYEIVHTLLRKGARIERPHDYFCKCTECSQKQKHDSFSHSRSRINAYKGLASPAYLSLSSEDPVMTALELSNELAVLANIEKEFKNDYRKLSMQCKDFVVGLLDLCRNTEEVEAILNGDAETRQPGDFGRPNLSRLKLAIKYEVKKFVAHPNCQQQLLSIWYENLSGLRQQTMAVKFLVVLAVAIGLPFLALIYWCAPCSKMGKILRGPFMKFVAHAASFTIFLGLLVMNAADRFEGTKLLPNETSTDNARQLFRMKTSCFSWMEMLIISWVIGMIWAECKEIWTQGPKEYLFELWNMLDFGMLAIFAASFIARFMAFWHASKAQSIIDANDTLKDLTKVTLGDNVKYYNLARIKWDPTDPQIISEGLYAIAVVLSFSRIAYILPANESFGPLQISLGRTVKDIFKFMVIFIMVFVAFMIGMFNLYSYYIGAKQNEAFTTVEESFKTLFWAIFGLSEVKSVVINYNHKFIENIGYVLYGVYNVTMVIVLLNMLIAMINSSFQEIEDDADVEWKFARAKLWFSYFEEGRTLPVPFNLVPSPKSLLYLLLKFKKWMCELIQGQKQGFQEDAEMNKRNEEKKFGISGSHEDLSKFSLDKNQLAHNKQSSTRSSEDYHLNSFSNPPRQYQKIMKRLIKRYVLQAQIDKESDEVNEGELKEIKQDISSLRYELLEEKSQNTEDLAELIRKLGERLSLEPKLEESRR
SKKanGAS inh – blocks kanamycin growth of S. pyogenes SKKanGAS strain; BacTiter-Glo, 6 h; inhibition, % at 7.5 µM; hit rate 1.3% among 300,000;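 active means mean replicate score, as percent of positive control median, at least 50; inconclusive means mean below 50 but one replicate at or above 50; inactive means mean and every replicate below 50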;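 further: strain carries kanamycin resistance gene driven by streptokinase promoter and grows in 40 µg/ml kanamycin; loss of luminescence reflects streptokinase promoter inhibition or plain growth inhibition; 0% = median of DMSO wells and 100% = positive control at its reference dose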
HDAC3 inhib – blocks human histone deacetylase 3 | O15379 | recombinant HDAC3, fluorogenic peptide/trypsin coupled, fluorescence | inhibition, % at 8.3 µM | hit rate 0.15% among 320,000; in the data active means inhibition above about 26%, passing the limit was not always enough; inconclusive means no clear call, values can overlap the other calls
TMEM16A act – activates or potentiates the mouse TMEM16A chloride channel; Q8BHY3; HEK293 TMEM16A/YFP-H148Q/I152L, iodide quench fluorescence; stronger effect = lower value; B-score at 10 µM; hit rate 0.3% among 340,000; AID 623877;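 active means fluorescence-ratio B-score plate-corrected deviation score at least 3 library SD below zero, with starting fluorescence score within 5 deviations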;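 further: channel opened by trigger with iodide after compound preincubation; score built on the fluorescence ratio of max minus min over baseline; more negative score means more quench and so TMEM16A activation or potentiation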
MrgX1 agonist – human MrgX1 receptor agonism, primary screen. Q96LB2. MrgX1-HEK293 cells, Fluo-4 calcium fluorescence, agonist mode; stronger effect = higher value. B-score at 10 µM. hit rate 0.44% among 310,000;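 active means calcium response B-score plate-corrected fluorescence ratio at least 3 library SD, with starting fluorescence B-score inside 5 SD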
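Test system: Stable human MrgX1 HEK293 cell line | Schedule: Overnight plating before 1 h dye loading | Read-out basis: Baseline-normalised fluorescence change ratio, B-scored | Detection: Kinetic calcium dye fluorescence, Fluo-4 NW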
TRPC6 activator – mouse TRPC6 channel activation; Q61143; HEK293-TRPC6 membrane potential dye fluorescence; stronger effect = higher value; B-score at 10 µM; hit rate 0.13% among 310,000; AID 2550;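 active means B-score of the integrated fluorescence ratio above library mean plus 3 SD, and starting fluorescence ratio within library mean plus 5 SD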;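 further: higher score means more depolarization so channel activation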
ANO1 block – mouse TMEM16A channel inhibition, primary screen; Q8BHY3; HEK293 TMEM16A/YFP iodide influx fluorescence, ionomycin; normalized B-score (activity score, 25-100; higher = stronger inhibition) at 10 µM; hit rate 1.2% among 310,000;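 active means ratio plate-corrected score three or more library SD toward inhibition, starting fluorescence score within five deviations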;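 further: score derived from kinetic fluorescence span divided by baseline fluorescence per well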
Numbers without * were called inactive; i = inactive; ? = inconclusive; . = no result given. Random draw from the library, and some 6.7% of all compounds hit somewhere here.

SMILES	RGS4 pot	MrgX1 antagonist	MrgX1 allo act	RGS4 block	TRPC6 inhibitor	SKKanGAS inh	HDAC3 inhib	TMEM16A act	MrgX1 agonist	TRPC6 activator	ANO1 block
CCN(CC)c1ccc(C=Nc2cccnc2Cl)c(O)c1	i	i	i	i	i	-0.8	5.7	i	i	i	i
CCSc1nc2n(n1)C(c1cccc(F)c1)C1=C(CCCC1=O)N2 (stereo not drawn)	i	i	i	i	i	-7.6	-4.4	i	i	i	i
O=C(c1ccccc1)N1CCN(C(=O)c2ccc3c(c2)OCCO3)CC1	i	i	i	i	i	-0.8	3.2	i	i	i	i
Cc1cc2oc(=O)cc(CN3CCN(Cc4ccccc4)CC3)c2cc1Cl	i	i	i	i	i	0.1	0.5	i	i	i	i
COC(=O)c1ccc(C2C(C(C)=O)=C(C)Nc3ncnn32)cc1 (stereo not drawn)	i	i	i	i	i	-1.0	3.9	i	i	i	i
Cc1ccc(N2C(N)=C(C#N)C(c3cccs3)C3=C2CC(C)(C)CC3=O)cc1 (stereo not drawn)	i	i	i	i	i	1.4	1.5	i	i	i	i
CCOc1ccc(C(Nc2ccc(C)cc2)P2(=O)OCCC(C)O2)cc1 (stereo not drawn)	i	i	i	i	i	-11.1	3.2	i	i	i	i
COc1ccc(OCC(=O)N2CCN(C(=O)COc3ccc(Br)cc3)CC2)cc1	i	-4.82*	i	i	i	9.5	8.8	i	i	i	i
COCCNC(=O)[C@@H]1CCCN1C(=O)C1CCN(S(=O)(=O)c2ccc(C)cc2)CC1	i	i	i	i	i	2.0	-2.1	i	i	i	i
Cc1ccc(N2CC(C(=O)Nc3ccccc3N3CCCC3)CC2=O)cc1 (stereo not drawn)	i	i	i	i	i	15.4	-0.8	i	i	i	i
CC(C)(CO)Nc1nc(Cl)nc(NC2CCCCC2)n1	i	i	i	i	i	0.6	-0.1	i	i	i	i
Nc1ccccc1Nc1cc(-c2ccccc2)[nH]n1	i	.	.	i	i	12.6	.	i	.	i	.
Cc1ccc(NC(=O)CN(C)C(=O)CNC(=O)c2ccc3c(c2)OCO3)cc1	i	i	i	i	i	-2.7	-5.4	i	i	i	i
CN(C)c1cccc(C(=O)NNC(=O)CSc2ccccc2)c1	i	i	i	i	i	-0.5	-8.5	i	i	i	i
COC1(OC)N=C(NC(=O)Nc2ccccc2)C2(C#N)C(c3ccccc3)C12C#N (stereo not drawn)	i	i	i	i	i	3.8	0.8	i	i	i	i
CC(C)(C)c1ccc(-n2ncc3c2CCCC3NC(=O)CN2CCOC2=O)cc1 (stereo not drawn)	i	i	i	i	i	0.6	-10.1	i	i	i	i
Cc1ccsc1/C=N/NC(=O)CNC(=O)c1cccc([N+](=O)[O-])c1C	i	i	i	i	i	3.4	-9.1	i	i	i	i
CCOC(=O)c1ccc(NC(=O)CSCCC(=O)O)cc1	i	i	i	i	i	0.7	-3.3	i	i	i	i
Cc1[nH]c(=O)[nH]c(=O)c1S(=O)(=O)Nc1ccc(F)c([N+](=O)[O-])c1	i	i	i	i	i	2.8	3.0	i	i	i	i
Clc1c(CSc2nc3ccccc3o2)nc2sccn12	i	i	i	i	i	-10.0	-4.7	i	i	i	i
Cc1ccccc1S(=O)c1ccccc1C(=O)O (stereo not drawn)	i	i	i	i	i	-10.9	-1.3	i	i	i	i
Cc1nc2ccc(C(=O)OCc3nnc(-c4ccc(Br)cc4)o3)cc2nc1C	i	i	i	i	i	-6.9	-2.6	i	i	i	i
Cc1ccc(SCCNC(=O)C(CO)(CO)CO)cc1	i	i	i	i	i	-1.6	2.9	i	i	i	i
Cc1cccc(OCCOCCN2CCNCC2)c1C	i	i	i	i	i	-3.1	1.4	i	i	i	i
CCn1nc(C)cc1Nc1ccccc1	i	i	i	i	i	-6.0	-4.5	i	i	i	i
CC(C(=O)OCC(=O)c1ccc(Br)cc1)N1C(=O)C2C3C=CC(C3)C2C1=O (stereo not drawn)	i	i	i	i	i	-2.5	-0.9	i	i	i	i
CCCCN(CC)CCNC(=O)Cn1cnc2sc(C)c(S(=O)(=O)N3CCOCC3)c2c1=O	i	i	i	i	i	-2.5	-1.9	i	i	i	i
O=C(CCCc1nc(-c2ccccc2Cl)no1)NC1CCCCC1	i	i	i	i	i	-6.3	-5.0	i	i	i	i
O=C(Nc1nccs1)C1CCCN(S(=O)(=O)c2cccnc2)C1 (stereo not drawn)	i	i	i	i	i	-3.2	-3.7	i	i	i	i
Cc1cc(NC(=O)CCCn2cnc([N+](=O)[O-])n2)no1	i	i	i	i	i	-2.1	-2.2	i	i	i	i
O=C(Nc1nc2c(F)cccc2s1)C1CC1	i	i	i	i	i	-3.1	-5.8	i	i	i	i
FC(F)(F)c1ccc(/C=N/N2CCN(Cc3cccc4ccccc34)CC2)cc1	i	i	i	i	i	25.9	12.1	i	i	i	i
CC(=O)Oc1oc(-c2ccccc2)nc1C=Nc1ccccc1	i	i	i	i	i	0.9	?	i	i	i	i
CC(=O)Nc1ccc(NC(=O)c2ccc(NS(=O)(=O)c3cc(C(C)(C)C)cc(C)c3C)cc2)cc1	i	i	i	i	i	7.7	-7.7	i	i	i	i
Nc1ncc(-c2ccc([N+](=O)[O-])cc2)cn1	i	i	i	i	i	-3.2	5.4	i	i	i	i
COc1cc(N/N=C(\C)c2ccc(O)c(C)c2)nc(-c2ccccc2)n1	i	i	i	i	i	34.3	-0.3	i	i	i	i
COc1ccccc1-c1sc2ccccc2c1-c1ccc(C(C)=O)cc1	i	i	i	i	i	14.7	2.6	i	i	i	i
Cc1nc(C)n(C(C)CNC(=O)c2ccco2)n1 (stereo not drawn)	i	i	i	i	i	-6.5	-1.9	i	i	i	i
CCC(C)n1ncn(-c2ccc(N3CCN(c4ccc(OC)cc4)CC3)cc2)c1=O (stereo not drawn)	i	i	i	i	i	-2.4	2.2	i	i	i	i
C/C(=N\NC(=O)CCC(=O)NCc1ccccc1)c1ccco1	i	i	i	i	i	.	6.5	i	i	i	i
CCCCC(CCC(=O)Nc1nccs1)C(=O)O (stereo not drawn)	i	i	i	i	i	0.5	0.6	i	i	i	i
Cc1ccccc1C(=O)NC1CCN(CC(=O)Nc2ccc3c(c2)OCO3)CC1	i	i	i	i	i	-1.2	?	i	i	i	i
Cn1cc(Cl)c(C(=O)NNC(=S)NC2CCCCC2)n1	i	i	i	14.6*	i	-3.2	-1.5	i	i	i	i
CC1CCCC(C)N1C(=O)COC(=O)c1ccc2c(c1)OCO2 (stereo not drawn)	i	i	i	i	i	3.8	-6.1	i	i	i	i
COc1ccc(N2CCN(S(=O)(=O)CC34CCC(CC3=O)C4(C)C)CC2)cc1 (stereo not drawn)	i	i	i	i	i	2.2	-3.0	i	i	i	i
C/C(=N\NC(=O)C1CC1(c1ccccc1)c1ccccc1)c1cccc([N+](=O)[O-])c1 (stereo not drawn)	i	i	i	i	i	10.5	0.1	i	i	i	i
COC(=O)c1cccc(NC(=O)/C(=C\c2ccccc2)NC(=O)c2ccccc2Cl)c1	i	i	i	i	i	3.8	.	i	i	i	i
CC(=O)c1sc(N/N=C\c2ccc(N(C)C)cc2)nc1C	i	i	i	i	i	-0.3	6.1	i	i	i	i
COC(=O)Cc1c(C)c2ccc(OC3CCCCC3=O)c(C)c2oc1=O (stereo not drawn)	i	i	i	i	i	-5.2	10.4	i	i	i	i
CCCNS(=O)(=O)c1ccc(OCC(=O)NCc2ccc3c(c2)OCO3)cc1	i	i	i	i	i	-13.0	2.7	i	i	i	i
COc1ccc(-n2nc3c(N)n[nH]c3cc2=O)cc1	i	i	i	i	i	-1.6	-4.6	i	i	i	i
COc1ccc(CCNC(=O)C/C(C)=N/NC(=O)c2ccc([N+](=O)[O-])cc2Cl)cc1OC	i	i	i	i	i	7.0	2.8	i	i	i	i
O=C(O)CCN(Cc1ccccc1)S(=O)(=O)c1c(Cl)cccc1Cl	i	i	i	i	i	8.4	-3.3	i	i	i	i
C#CC(C)(CC)NC(=O)Cn1nnc(-c2ccc(S(C)(=O)=O)cc2)n1 (stereo not drawn)	i	i	i	i	i	-3.3	-0.4	i	i	i	i
CC(Nc1cc(=O)n(C)c(=O)n1C)c1ccccc1 (stereo not drawn)	i	i	i	i	i	-0.6	-2.2	i	i	i	i
CCOC(=O)c1c(C)n(C)c2cc(-c3ccc(F)cc3)c(O)cc12	i	i	i	i	i	7.5	.	i	i	i	i
CCCc1cc(=O)[nH]c(SCC(=O)N2N=C(c3ccc(Cl)cc3)CC2c2ccco2)n1 (stereo not drawn)	i	i	i	i	i	36.2	7.1	i	i	i	i
NNC(=O)Cc1csc(-c2ccccc2)n1	i	i	i	i	i	2.2	-9.6	i	i	i	i
Cc1cc(/C=N/NC(=O)c2c(Br)cnn2C)c(C)n1-c1cccc(Br)c1	i	i	i	i	i	6.2	8.4	i	i	i	i
CCOC(=O)/C=C1\SCC(=O)N1CC(=O)N1CCOCC1	i	i	i	i	i	-3.9	-3.0	i	i	i	i
Next compounds follow.
SMILES	RGS4 pot	MrgX1 antagonist	MrgX1 allo act	RGS4 block	TRPC6 inhibitor	SKKanGAS inh	HDAC3 inhib	TMEM16A act	MrgX1 agonist	TRPC6 activator	ANO1 block
CCc1cc(SC#N)ccc1N	i	i	i	i	i	-5.7	0.7	i	i	i	i
CC(C)=CCc1cc([C@@H]2COc3c(ccc4c3C=CC(C)(C)O4)C2)c(O)cc1O	i	i	i	i	i	104.6*	-6.1	i	i	i	i
CC(C)NC(=S)NN=C1CCCCCCCCCCC1	i	i	i	i	i	63.8*	8.4	i	i	i	i
CCOC(=O)c1cc(-c2csc(-c3ccc(C(C)(C)C)cc3)n2)on1	i	i	i	i	i	8.5	3.0	i	i	i	i
N=C1CCCN1CC(=O)c1cccs1	i	i	i	i	i	-8.6	4.5	i	i	i	i
CS(=O)(=O)N(CC(=O)N1CCC(C(N)=O)CC1)c1ccc(Cl)c(C(F)(F)F)c1	i	i	i	i	i	7.7	?	i	i	i	i
Cn1nc(CC(=O)Nc2ccc3c(c2)OCCO3)c2ccccc2c1=O	i	i	i	i	i	-0.6	-2.4	i	i	i	25*
Cc1ccc(-c2cc(C(=O)Nc3cc(C(=O)O)ccc3C)c3ccccc3n2)cc1	i	i	i	i	i	-12.9	7.0	i	i	i	i
COc1cccc(OCCOc2cccc(/C=N/n3cnnc3)c2)c1	i	i	i	i	i	-2.2	-3.6	i	i	i	i
